HePTP inhibitor: blocks human HePTP tyrosine phosphatase. AID 521. 110,000 compounds, 0.64% hits. P35236. inhibition, % at 20 µM. recombinant HePTP phosphatase activity, OD absorbance; in the data active = inhibition above about 50%;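 note: plate controls were vehicle for no effect and reference inhibitor for full effect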
Target sequence (P35236 whole entry, looked up): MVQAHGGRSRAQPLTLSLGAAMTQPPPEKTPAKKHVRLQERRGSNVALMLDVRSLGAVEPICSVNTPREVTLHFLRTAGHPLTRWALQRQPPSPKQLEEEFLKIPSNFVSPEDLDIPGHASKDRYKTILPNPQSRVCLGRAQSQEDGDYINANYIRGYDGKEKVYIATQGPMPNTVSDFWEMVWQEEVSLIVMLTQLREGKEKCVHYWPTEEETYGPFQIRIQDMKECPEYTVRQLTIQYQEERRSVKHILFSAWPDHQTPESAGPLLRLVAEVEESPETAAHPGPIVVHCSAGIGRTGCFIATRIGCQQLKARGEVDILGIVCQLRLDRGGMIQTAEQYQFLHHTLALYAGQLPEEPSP
BAP1 block: blocks human BAP1 ubiquitin-AMC hydrolysis; recombinant BAP1, Ub-AMC hydrolysis fluorescence kinetic; stronger effect = lower value; activity remaining (% of control), % at 20 µM; 72,000 compounds, 0.48% hits;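 active = activity remaining at or below 50% of control, provided the compound also passes the data quality filters; inactive = the rest, including low values that fail the filters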;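 note: 100% = DMSO wells rate and 0% = substrate alone blank rate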
* hit, by the source's call; . = not tested or not shown.

molecule,HePTP inhibitor,BAP1 block
O=C1NN(c2ccc(F)c(Cl)c2)C(=O)/C1=C\c1ccc(-c2cccc(C(=O)O)c2)o1,30,.
COc1ccc(C(=O)NCCn2cc(SCC(=O)NCc3ccco3)c3ccccc32)cc1,6,96
CCOc1ccccc1NC(=O)COc1cccc(-n2cnnn2)c1,3,114
CCN(CC)c1ccc(C(=O)NCCc2ccccc2)cc1,-5,.
COc1ccc(NC(=O)N2CCN(c3ccccn3)CC2)cc1,4,.
Cc1cc(NS(=O)(=O)c2ccccc2)no1,12,96
Cc1cccc(NC(=O)CC2NC3CCCCC3NC2=O)c1 (stereo not drawn),11,104
Cc1nc(-c2ccccc2)sc1C(=O)Nc1cccc(-c2cn3ccccc3n2)c1,1,.
O=C(NCc1ccc2c(c1)OCO2)Oc1ccccc1,2,102
O=C(C1CCCN(S(=O)(=O)c2cccc3cccnc23)C1)N1CCN(c2ccccc2F)CC1 (stereo not drawn),-2,83
COC(=O)c1ccc(Oc2nc(NC(C)C)nc(N(C)C)n2)cc1,10,104
CN1CCN(S(=O)(=O)c2ccc(NC(=O)c3ccc(Br)o3)cc2)CC1,10,105
COc1ccc(C(=O)N(CCN2CCOCC2)CC(=O)NC2CCCC2)cc1OC,-4,96
Cc1ccc(-c2ccc(NC(=O)c3ccccc3)cc2)o1,-2,.
CCSc1nnc(N2C(=O)c3ccc([N+](=O)[O-])cc3C2=O)s1,.,107
CC1(C)CC(NS(=O)(=O)c2ccc(S(=O)(=O)N3CCOCC3)cc2)CCO1 (stereo not drawn),8,98
Cc1c(C(=O)NCc2ccc3c(c2)OCO3)oc2ccc(S(=O)(=O)N3CCCCCC3)cc12,-2,.
CCC1(COC(NC(=O)c2cccnc2)(C(F)(F)F)C(F)(F)F)COC1,6,108
O=C(Nc1cccc(Br)c1)c1cccc(S(=O)(=O)N2CCCCCC2)c1,.,79
O=C1NC(=O)/C(=C\c2cc3c(cc2[N+](=O)[O-])OCO3)S1,14,.
Cc1c(-c2ccc(Cl)cc2)nc2ccccc2c1C(=O)Nc1ccc(F)cc1F,0,.
c1ccc(OCc2nn3c(-c4cccnc4)nnc3s2)cc1,0,97
COC(=O)c1ccc(C(=O)OC)c(NC(=O)COc2ccc(Cl)cc2C)c1,-9,.
C/C(=N\Nc1nnc(-c2ccccc2)c(-c2ccccc2)n1)c1cccc([N+](=O)[O-])c1,6,.
CCc1nnc(/N=C/c2c(C)[nH]n(-c3ccc(C)c(C)c3)c2=O)s1,-15,.
COc1ccccc1NC(=O)CSc1nc(O)cc(=O)n1C,0,104
O=Nc1c(-c2ccccc2)[nH]n(-c2ccccc2)c1=O,-10,.
COc1ccc([N+](=O)[O-])cc1NC(=O)CC(c1ccccc1)c1ccccc1,-8,.
Cc1ccsc1/C=C1/SC(N2CCCC2)=NC1=O,8,.
CCOCCCNC(=O)Cc1c(C(=O)O)[nH]c2ccc(Cl)cc12,6,94
O=C(Cn1cc2c(n1)CCCC2)Nc1ccccc1Br,8,92
CCOC(=O)N1CCN(C2CC(=O)N(c3ccc(Cl)cc3)C2=O)CC1 (stereo not drawn),3,.
CC(C)C(c1ccc(O)cc1)c1ccc(O)cc1,6,.
COc1cc(OC)cc(-c2cc3nc4c(c(N5CCN(c6ncccn6)CC5)n3n2)CCCC4)c1,5,59
CCOc1ccc(N(CC(=O)NCc2ccc(OC)cc2)S(=O)(=O)c2ccc(Br)cc2)cc1,6,.
CCC1=NN2C(=N)/C(=C/c3ccc(-c4ccc(F)cc4)o3)C(=O)N=C2S1,-23,.
Cc1cc(C)c(S(=O)(=O)NCCC2CCCN2C)c(C)c1 (stereo not drawn),3,128
Cc1ccc(CS(=O)(=O)CCC(=O)NCCN2CCCC2)cc1,6,103
COC(=O)c1cc2occc2n1CC(=O)N(C)C1CCCCC1,-9,54
O=C1S/C(=C\c2ccc(Br)cc2)C(=O)N1c1ccc(Cl)cc1,3,.

Of the compounds above, these have bromine.
molecule,HePTP inhibitor,BAP1 block
CN1CCN(S(=O)(=O)c2ccc(NC(=O)c3ccc(Br)o3)cc2)CC1,10,105
O=C(Nc1cccc(Br)c1)c1cccc(S(=O)(=O)N2CCCCCC2)c1,.,79
O=C(Cn1cc2c(n1)CCCC2)Nc1ccccc1Br,8,92
CCOc1ccc(N(CC(=O)NCc2ccc(OC)cc2)S(=O)(=O)c2ccc(Br)cc2)cc1,6,.
O=C1S/C(=C\c2ccc(Br)cc2)C(=O)N1c1ccc(Cl)cc1,3,.

(next part)
molecule,HePTP inhibitor,BAP1 block
CCOc1ccc2nc(SCC(=O)Nc3ccc(OC)cc3OC)sc2c1,7,.
COc1cc(C2c3c(oc4ccc(C)cc4c3=O)C(=O)N2c2cc(C)ccn2)cc(OC)c1OC (stereo not drawn),4,85
COc1ccc(C(=O)Nc2ccc(S(=O)(=O)NC(C)=O)cc2)cc1[N+](=O)[O-],10,.
CC1CC(Nc2ccccc2)c2ccccc2N1C(=O)c1sc2ccccc2c1Cl (stereo not drawn),10,.
Cc1cc(C2=CC(C)(c3cc(C)oc3C)Nc3nc(C(F)(F)F)nn32)c(C)o1 (stereo not drawn),8,75
COC(=O)COc1cccc(NS(=O)(=O)c2ccc(NC(C)=O)cc2)c1,-9,89
CCOc1ccccc1OCCCOc1ccccc1OCC,0,.
CCCN(CC1CC1)C(=O)Nc1ccccc1C,-6,68
NS(=O)(=O)c1cccc(NC(=O)c2cc(I)ccc2Cl)c1,9,.
CCCOC(=O)/C(C(N)=NCc1ccccc1)=C(\O)OCCC,-7,84
O=C1CC(SC(=NCCc2ccccc2)Nc2ccc(F)cc2)C(=O)N1c1ccc(F)cc1 (stereo not drawn),-4,.
CCOC(=O)C1CCN(C(=O)CNC(=O)OC(C)(C)C)CC1,0,85
CC12CCC(C(N)=O)(c3nc4ccccc4nc31)C2(C)C (stereo not drawn),-5,133
CCOc1ccc(C(=O)Nc2ccccc2O)cc1Cl,6,.
COc1ccc(NC(=O)NCCc2ccc(Cl)cc2Cl)cc1OC,-11,.
O=C(COc1ccc(Cl)cc1)NCc1nnc(SCC(=O)c2ccccc2)o1,6,99
COc1ccc(C2/C(=C(\O)c3ccc([N+](=O)[O-])cc3)C(=O)C(=O)N2CCCCCC(=O)O)c(OC)c1 (stereo not drawn),-5,.
CCOC(=O)c1cc2ccc(OC)c(OC)c2c(=O)s1,2,88
CCCCOc1ccc(C(=O)Nc2nc3ccc(Cl)cc3s2)cc1,.,53
O=C(NCc1cccs1)Nc1ccc2c(c1)OCO2,1,76
Cc1ccc(NC2=C(Cl)C(=O)N(c3ccccc3Cl)C2=O)cc1Cl,-4,.
CCOC(=O)CC(=O)CSc1nc2c(sc(=S)n2-c2ccccc2)c(=O)[nH]1,5,87
Cc1n[nH]c(=S)n(/N=C/c2cc(Cl)ccc2Cl)c1=O,5,.
CCOC(=O)C1=C(C)NC(=O)NC1c1ccc(N(CC)CC)cc1 (stereo not drawn),2,98
O=C(O)c1cc(N2C(=O)c3ccc(Oc4ccc5c(c4)C(=O)N(c4ccc(O)c(C(=O)O)c4)C5=O)cc3C2=O)ccc1O,8,.
CCC(C)n1cnc2c(c1=O)c1nc3ccccc3nc1n2-c1ccc2c(c1)OCCO2 (stereo not drawn),3,109
Cc1ccc(OCc2nnc(NC(=O)OCC(C)C)s2)c(C)c1,4,.
O=C1CC(c2ccccc2)CC2=C1C(c1ccc(Cl)cc1Cl)Nc1ccccc1N2 (stereo not drawn),-13,.
CCCCCCCCNS(=O)(=O)c1ccc([N+](=O)[O-])cc1,-4,.
COc1ccc(N(CC(=O)Nc2ccc(Oc3ccccc3)cc2)S(C)(=O)=O)cc1Cl,6,.
Cc1nn(CC(=O)Nc2ccc(O)cc2)c(=O)c2ccccc12,-12,.
O=C(Nc1ccc2c(c1)OCO2)C1CCCN1C(=O)Nc1ccccc1F (stereo not drawn),6,93
O=C(CN1C(=O)c2cccc3cccc(c23)C1=O)N1CCN(CCN2C(=O)C3C4C=CC(C4)C3C2=O)CC1 (stereo not drawn),5,.
O=C(Cn1cncn1)c1ccc(F)c(F)c1,3,.
COc1cc(NC(=O)c2cccc(F)c2)cc(OC)c1,-9,.
Cc1ccc(S(=O)(=O)N=C2C=C(Cl)C(=O)C(Br)=C2)cc1,26,.
Nn1c(-c2ccco2)nc2ccccc2c1=O,-3,.
CC(C)(C)NC(=O)c1ccc2nccnc2c1,4,101
O=C1CC(=O)N(c2cccc(Cl)c2)N1,-11,.
C=C(Br)Cn1c(C)nc2ccccc21,-2,.
CC(=O)N1N=C(c2ccc(Br)cc2)CC1c1ccc(N(C)C)cc1 (stereo not drawn),.,230
CCOc1ccc2nc(NC(=O)CSc3nc4ccccc4c(=O)n3Cc3ccco3)sc2c1,2,.
COCCNc1oc(-c2ccc(Cl)cc2)nc1C#N,5,88
Fc1ccc(NC(=S)N2CCN(C/C=C/c3ccccc3)CC2)cc1,0,.
COc1cccc(N(CC(=O)Nc2cc(OC)ccc2OC)S(=O)(=O)c2ccccc2)c1,-6,.
CCCCCC(=O)N1CCN(c2ccc(C(C)=O)cc2F)CC1,8,102
O=C(Nc1nnc(COc2ccc(F)cc2)s1)c1cccc2ccccc12,4,.
O=C(NN1C(=O)c2ccccc2C1=O)c1ccc(Cl)c(Cl)c1,5,.
CCOc1ccc(S(=O)(=O)N=Nc2c(O)[nH]c3ccccc23)c2ccccc12,4,.
COc1ccc(C(=O)N/C(=C\c2ccc(-c3cccc([N+](=O)[O-])c3)o2)C(=O)NCc2cccnc2)cc1,-2,.
CN(Cc1ccccc1)C(=O)c1cc2nc(-c3ccccc3)cc(-c3ccccc3)n2n1,-7,.
FC(F)(F)c1cccc(Nc2ncnc3ccccc23)c1,10,.
CCC1(CC)NC(=O)N(CC(=O)OCn2nnc3ccccc3c2=O)C1=O,11,99
Cc1ccc(S(=O)(=O)Nc2cc(C(C)(C)C)c(O)c(C(C)(C)C)c2)cc1,-2,.
COc1ccc(CCC2(C)NC(=O)NC2=O)cc1 (stereo not drawn),-2,99
CC(C)CNC(=O)CN(C1CCCCC1)S(=O)(=O)c1ccccc1,-1,.
Cc1coc2cc3oc(=O)c4c(c3cc12)CCCC4,6,134
CN(C)CCOCCOCCN(C)C,-7,.
O=CN1CCN(C(=O)c2ccc(C#Cc3ccccc3)cc2)CC1,-7,.
O=C(Nc1ccccc1C(=O)O)c1ccc2c(c1)C(=O)N(C1CCCCC1)C2=O,101*,.

Full records, looked up by structure:
Results for `O=C(Nc1nnc(COc2ccc(F)cc2)s1)c1cccc2ccccc12` : HePTP inhibitor: 4; BAP1 block: .
Results for `CC(=O)N1N=C(c2ccc(Br)cc2)CC1c1ccc(N(C)C)cc1` (stereo not drawn) : HePTP inhibitor: .; BAP1 block: 230

Continued:
molecule,HePTP inhibitor,BAP1 block
Cc1ccc(C(C)C)c(OCC(=O)Nc2cc(C(F)(F)F)ccc2Cl)c1,-10,.
O=C(N/N=C/c1coc2ccccc2c1=O)c1cc(O)cc(O)c1,2,.
Cc1nccn1CC(=O)N1c2ccccc2Sc2ccccc21,3,.
CC(Oc1cccc(Cl)c1)C(=O)Nc1cc([N+](=O)[O-])ccc1Cl (stereo not drawn),-6,.
Cc1cc(C(=O)Nc2sc3c(c2C#N)CCC3)no1,14,75
O=C(CSc1nnc2sc3ccccc3n12)NCc1ccc2c(c1)OCO2,5,93
O=C1Nc2ccc(Br)cc2C1(O)Cc1ccncc1 (stereo not drawn),-4,57
COC(=O)C1(S(=O)(=O)c2cccc3nsnc23)CC1,2,88
CCCn1c(C)nc2c(c1=O)c1nc3ccccc3nc1n2CCC1=CCCCC1,4,.
COC(=O)C(NC(=O)c1ccccc1)(Nc1nccs1)C(F)(F)F (stereo not drawn),1,98
CC(C)(C)c1ccc(OCc2nc(-c3ccccn3)no2)c(Br)c1,4,52
CCOC(=O)C1=C(C)N(c2ccc(OC)cc2)C(=O)/C1=C\c1ccc(O)c(OCC)c1,2,.
CCOC(=O)Cc1c(C)nc2cc(-c3ccc(C)cc3)[nH]n2c1=O,6,86
CCCn1nnc(NC(=O)c2cccc(OCC)c2)n1,4,114
COC(=O)c1sc(NC(=O)c2c(-c3ccccc3)noc2C)c(C(=O)OC)c1C,-1,.
CC(=O)CC(=O)Nc1ccc(Br)cc1,-16,.
O=C1CC(N2CCC(c3nc4ccccc4s3)CC2)C(=O)N1 (stereo not drawn),1,96
C/C(=N/NC(=O)Nc1ccccc1)C1CC1,-5,.
COc1cccc(C2C=C(c3ccc(Br)s3)Nc3ncnn32)c1OC (stereo not drawn),6,70
COC(=O)c1ccc2c(=O)n(CCCN3CCOCC3)c(=S)[nH]c2c1,7,122
Cc1cccc(NC(=O)c2cc3c(ccc4ccccc43)oc2=O)n1,2,97
O=C(O)c1n[nH]c2ccccc12,-8,.
CC(C)c1ccccc1NS(=O)(=O)c1ccc([N+](=O)[O-])cc1,-8,.
O=c1cc(C(F)(F)F)c2ccc(OCc3ccc(Cl)cc3)cc2o1,-2,.
O=C(NCC1CCCO1)C1CCN(S(=O)(=O)c2cccc3cccnc23)CC1 (stereo not drawn),9,91
O=C(Nc1cccc(Cl)c1)[C@@H]1C2C=CC(C2)[C@@H]1C(=O)O (stereo partly drawn),-3,.
CC(C)(C)Nc1nc(Oc2ccc(=O)n(-c3ccccc3)n2)nc(N2CCOCC2)n1,10,96
CCOC(=O)N1CCN(C(=O)Cn2ccc3ccccc3c2=O)CC1,10,114
CSc1cccc(NC(=O)C2CCN(S(=O)(=O)c3ccc(F)cc3)CC2)c1,10,94
COc1ccc(Br)cc1CNc1ccc(O)cc1,1,153
